TcdB inh – blocks C. difficile toxin B glycohydrolase activity; 350,000 tested, 0.24% active; inhibition, % at 9.99 µM; TcdB glycohydrolase enzymatic assay, plate reader; in the data active = inhibition above about 10%
Target sequence (P18177 whole entry, looked up): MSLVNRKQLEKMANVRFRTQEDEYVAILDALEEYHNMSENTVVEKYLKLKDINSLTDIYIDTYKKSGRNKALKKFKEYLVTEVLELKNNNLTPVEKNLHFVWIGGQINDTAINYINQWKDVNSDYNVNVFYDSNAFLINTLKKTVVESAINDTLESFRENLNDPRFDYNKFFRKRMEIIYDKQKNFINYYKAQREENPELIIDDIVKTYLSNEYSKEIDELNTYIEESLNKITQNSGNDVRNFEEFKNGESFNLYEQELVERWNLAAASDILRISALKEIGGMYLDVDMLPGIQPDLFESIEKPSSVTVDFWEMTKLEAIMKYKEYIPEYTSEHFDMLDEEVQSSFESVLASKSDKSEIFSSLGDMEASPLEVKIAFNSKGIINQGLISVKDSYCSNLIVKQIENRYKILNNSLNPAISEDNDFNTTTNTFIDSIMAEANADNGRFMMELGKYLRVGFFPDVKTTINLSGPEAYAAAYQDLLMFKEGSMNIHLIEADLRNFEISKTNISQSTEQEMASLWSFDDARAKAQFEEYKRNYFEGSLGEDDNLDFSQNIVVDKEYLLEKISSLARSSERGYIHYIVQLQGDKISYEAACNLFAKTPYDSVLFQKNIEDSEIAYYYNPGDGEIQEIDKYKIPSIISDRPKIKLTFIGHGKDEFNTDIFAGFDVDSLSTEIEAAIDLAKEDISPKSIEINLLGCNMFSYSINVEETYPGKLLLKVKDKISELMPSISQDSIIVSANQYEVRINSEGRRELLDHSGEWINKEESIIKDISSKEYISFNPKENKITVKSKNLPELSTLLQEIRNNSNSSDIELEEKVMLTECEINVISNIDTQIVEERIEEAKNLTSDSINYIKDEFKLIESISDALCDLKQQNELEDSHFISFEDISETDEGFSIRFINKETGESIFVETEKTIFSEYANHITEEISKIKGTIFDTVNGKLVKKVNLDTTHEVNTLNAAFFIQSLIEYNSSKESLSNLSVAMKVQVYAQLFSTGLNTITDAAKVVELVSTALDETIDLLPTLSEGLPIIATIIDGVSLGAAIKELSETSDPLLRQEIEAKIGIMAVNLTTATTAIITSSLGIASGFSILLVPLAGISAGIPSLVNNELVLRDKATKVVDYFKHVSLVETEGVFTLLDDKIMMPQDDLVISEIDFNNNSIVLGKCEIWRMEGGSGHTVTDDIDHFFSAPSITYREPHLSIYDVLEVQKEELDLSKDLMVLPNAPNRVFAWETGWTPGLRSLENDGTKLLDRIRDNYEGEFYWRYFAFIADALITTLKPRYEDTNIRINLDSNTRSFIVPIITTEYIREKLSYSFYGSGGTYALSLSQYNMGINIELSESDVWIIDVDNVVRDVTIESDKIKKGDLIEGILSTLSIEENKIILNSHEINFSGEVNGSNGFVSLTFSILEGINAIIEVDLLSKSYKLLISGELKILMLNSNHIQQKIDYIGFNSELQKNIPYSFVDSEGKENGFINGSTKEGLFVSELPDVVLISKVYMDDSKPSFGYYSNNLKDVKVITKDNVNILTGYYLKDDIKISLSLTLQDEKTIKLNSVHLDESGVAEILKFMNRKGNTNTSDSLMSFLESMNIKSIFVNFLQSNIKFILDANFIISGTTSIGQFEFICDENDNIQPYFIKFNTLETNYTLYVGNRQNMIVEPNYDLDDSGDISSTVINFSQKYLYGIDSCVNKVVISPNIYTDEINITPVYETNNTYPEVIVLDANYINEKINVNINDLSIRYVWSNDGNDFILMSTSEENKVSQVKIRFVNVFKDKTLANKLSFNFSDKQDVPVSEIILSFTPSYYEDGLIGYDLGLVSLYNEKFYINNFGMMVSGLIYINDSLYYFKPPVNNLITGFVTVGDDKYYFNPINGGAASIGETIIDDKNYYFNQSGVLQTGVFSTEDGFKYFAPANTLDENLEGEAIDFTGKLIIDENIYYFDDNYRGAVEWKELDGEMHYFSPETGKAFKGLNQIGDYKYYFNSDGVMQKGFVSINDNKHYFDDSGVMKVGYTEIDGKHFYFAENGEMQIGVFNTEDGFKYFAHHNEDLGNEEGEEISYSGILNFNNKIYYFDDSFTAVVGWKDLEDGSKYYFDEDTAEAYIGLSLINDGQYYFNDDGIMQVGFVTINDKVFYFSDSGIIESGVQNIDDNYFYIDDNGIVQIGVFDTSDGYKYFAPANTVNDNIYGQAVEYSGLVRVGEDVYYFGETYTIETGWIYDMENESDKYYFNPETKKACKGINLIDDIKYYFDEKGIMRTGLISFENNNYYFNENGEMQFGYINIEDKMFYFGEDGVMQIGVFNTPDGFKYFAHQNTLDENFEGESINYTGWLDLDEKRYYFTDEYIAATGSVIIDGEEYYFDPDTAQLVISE
* = called active by the depositor. The list is partial; the hit share may differ from the screen's.

SMILES	TcdB inh
COc1cccc(C(=O)Nc2ccc3c(c2)C(=O)N(C)[C@@H]2CC[C@H](CC(=O)N[C@@H](C)c4ccccc4)O[C@H]2CO3)c1	-0.5
Cc1noc(C)c1NC(=O)Nc1ccc2c(c1)C(=O)N([C@H](C)CO)C[C@@H](C)[C@@H](CN(C)CC1CCCCC1)OCCCC[C@H](C)O2	-1.6
COc1cccc(C#Cc2ccc([C@H]3[C@H](CO)N4C(=O)CN(C(=O)c5ccncc5)C[C@@H]34)cc2)c1	-1.4
C[C@@H]1CN([C@@H](C)CO)C(=O)c2cc(NS(C)(=O)=O)ccc2O[C@@H]1CN(C)Cc1ccc(Cl)c(Cl)c1	-0.3
C[C@H](CO)N1C[C@H](C)[C@@H](CN(C)Cc2ccc(Cl)c(Cl)c2)OCCCC[C@H](C)Oc2ccc(NS(=O)(=O)c3cccs3)cc2C1=O	-0.6
C[C@@H]1CN([C@@H](C)CO)C(=O)Cc2cc(N(C)C)ccc2O[C@H]1CN(C)Cc1ccc(C(=O)O)cc1	-11.8
CO[C@@H]1CN(C)C(=O)c2ccc(NC(=O)c3cnccn3)cc2OC[C@@H](C)NC[C@@H]1C	0.3
O=C(c1cccc(F)c1)N1CC(=O)N2[C@H](CO)[C@H](c3ccc(-c4ccccc4F)cc3)[C@@H]2C1	-0.6
C[C@H](CO)N1C[C@H](C)[C@H](CN(C)C(=O)Nc2ccc(F)cc2)Oc2ccc(NS(C)(=O)=O)cc2C1=O	0.5
CNC[C@H]1Oc2cc(C#CC(C)C)ccc2S(=O)(=O)N([C@@H](C)CO)C[C@@H]1C	-0.4
Cc1ccc(S(=O)(=O)Nc2ccc3c(c2)C(=O)N([C@H](C)CO)C[C@@H](C)[C@@H](CN(C)C(=O)CCCN(C)C)OCCCC[C@H](C)O3)cc1	0.3
COc1ccc(C#Cc2cnc3c(c2)C(=O)N([C@H](C)CO)C[C@H](C)[C@H](CN(C)C(=O)NC2CCCCC2)O3)cc1OC	-0.1
C[C@H]1CN([C@@H](C)CO)C(=O)Cc2cc(NC(=O)c3ccncc3)ccc2O[C@H]1CN(C)Cc1ccc(Cl)c(Cl)c1	0.3
COc1cccc(-c2ccc3c(c2)[C@@H]2[C@@H](CCN2C(=O)Cc2ccccc2)[C@H](CO)N3)c1	-1.3
COCc1cn(CC[C@@H]2CC[C@@H](NC(=O)Nc3ccccc3)[C@@H](CO)O2)nn1	-0.6
COc1ccc([Si](C)(C)[C@@H]2[C@@H](CC(=O)N3Cc4ccccc4C[C@H]3CO)O[C@]3(C(=O)N(Cc4ccc(I)cc4)c4ccccc43)[C@H]2C)cc1	-0.8
Cc1noc(C)c1NC(=O)N(C)C[C@@H]1Oc2c(NC(=O)Nc3cccc4ccccc34)cccc2C(=O)N([C@@H](C)CO)C[C@H]1C	-0.9
COc1ccc(S(=O)(=O)Nc2cccc3c2O[C@@H](CN(C)S(=O)(=O)c2cn(C)cn2)[C@H](C)CN([C@@H](C)CO)C3=O)cc1	0.3
N#C[C@@H]1[C@@H](c2ccc(C3=CCCCC3)cc2)[C@H](CO)N1S(=O)(=O)c1ccccc1	1.5
Cc1ccc(S(=O)(=O)N(C)C[C@@H]2Oc3ccc(NC(=O)Nc4ccccc4)cc3C(=O)N([C@@H](C)CO)C[C@H]2C)cc1	0.7
C[C@@H]1CN([C@@H](C)CO)C(=O)Cc2cc(NC(=O)C3CC3)ccc2O[C@H]1CN(C)C(=O)Nc1cccc2ccccc12	-0.2
C[C@H](CO)N1C[C@H](C)[C@H](CN(C)Cc2ccccc2)OCCCC[C@H](C)Oc2ccc(NC(=O)Nc3ccccc3)cc2C1=O	1.5
C[C@H]1CN([C@@H](C)CO)C(=O)c2cc(NC(=O)CCC(F)(F)F)ccc2O[C@@H]1CN(C)S(=O)(=O)c1cccs1	-0.7
Cc1ccc(-c2ccc([C@H]3[C@H](CO)N4C(=O)CN(C(=O)c5ccc(F)cc5)C[C@@H]34)cc2)cc1	0.2
OC[C@H]1[C@H](c2ccc(C#Cc3ccccc3F)cc2)[C@@H]2CN(CC3CCOCC3)CCCCN12	1.4
SMILES	TcdB inh
CNC(=O)C[C@@H]1CC[C@H]2[C@H](COc3ccc(NC(=O)Nc4ccc(F)cc4)cc3C(=O)N2C)O1	-3.2
C[C@H]1CN([C@@H](C)CO)C(=O)c2cc(C#CCc3ccccc3)cnc2O[C@H]1CN(C)Cc1ccccn1	-1.3
C[C@H](NC(=O)[C@@H]1[C@@H](CO)[C@@H]2Cn3c(cccc3=O)[C@@H]2N1S(C)(=O)=O)c1ccccc1	-0.6
C[C@@H]1CCCCO[C@@H](CN(C)Cc2ccncc2)[C@@H](C)CN([C@H](C)CO)C(=O)c2cc(NC(=O)Nc3ccccc3)ccc2O1	0.4
CCNC(=O)C[C@H]1CC[C@@H]2[C@H](COc3ccc(NC(=O)NC(C)C)cc3C(=O)N2C)O1	-0.1
CCCNC(=O)N(C)C[C@@H]1Oc2cc(C#CC(C)(C)O)ccc2S(=O)(=O)N([C@H](C)CO)C[C@@H]1C	-0.1
C[C@H]1CN([C@@H](C)CO)C(=O)c2cc(C#CC3CCCC3)cnc2O[C@@H]1CN(C)C(=O)C1CCC1	0.1
C[C@H]1CN([C@@H](C)CO)S(=O)(=O)c2ccc(-c3ccccc3F)cc2O[C@@H]1CN(C)Cc1cccnc1	-0.2
Fc1cccc(CN2[C@@H]3CNC[C@H]2C3c2ccc(-c3cccnc3)cc2)c1 (stereo partly specified)	0.2
O=C(c1ccncc1)N1CC[C@@H]2[C@H]1c1cc(-c3ccc(F)cc3)ccc1N[C@@H]2CO	0.8
C[C@H]1CN([C@@H](C)CO)C(=O)Cc2cc(NC(=O)Nc3ccc(F)cc3)ccc2O[C@@H]1CN(C)CC1CCCCC1	0.9
C[C@@H]1CN([C@@H](C)CO)C(=O)c2cc(NC(=O)Nc3ccccc3)ccc2O[C@@H](C)CCCCO[C@@H]1CN(C)C(=O)CCC(F)(F)F	-1.1
Cc1noc(C)c1S(=O)(=O)Nc1ccc2c(c1)CC(=O)N([C@@H](C)CO)C[C@@H](C)[C@H](CN(C)C(=O)Nc1ccc(C(F)(F)F)cc1)O2	0.8
CC(=O)N(C)C[C@H]1Oc2cc(C#CC(C)C)ccc2S(=O)(=O)N([C@H](C)CO)C[C@H]1C	-2.0
O=C(Nc1cccc(F)c1)N1CC(=O)N2[C@H](CO)[C@@H](c3ccc(-c4ccccc4F)cc3)[C@H]2C1	0.1
C[C@H](NC(=O)[C@H]1N[C@H]2c3ccc(-c4cccnc4)c(=O)n3C[C@H]2[C@@H]1CO)c1ccccc1	-0.4
COc1ccc(NC(=O)N(C)C[C@@H]2OCCCC[C@H](C)Oc3ccc(NS(=O)(=O)c4ccccc4)cc3C(=O)N([C@H](C)CO)C[C@@H]2C)cc1	-0.9
C[C@@H]1CN([C@@H](C)CO)C(=O)c2cc(NC(=O)Nc3ccc(F)cc3)ccc2O[C@H]1CN(C)Cc1ccc(-c2ccccc2)cc1	0.8
O=C(NCC[C@@H]1CC[C@H](NC(=O)c2cccnc2)[C@@H](CO)O1)Nc1ccc(F)cc1	0.0
CNC[C@@H]1Oc2ncc(Br)cc2C(=O)N([C@@H](C)CO)C[C@@H]1C	-0.7
CCS(=O)(=O)N[C@@H]1CC[C@@H](CC(=O)NCc2ccccn2)O[C@@H]1CO	0.0
C[C@@H]1CN([C@H](C)CO)S(=O)(=O)c2ccc(-c3cncnc3)cc2O[C@H]1CN(C)C(=O)c1cccc(F)c1	0.1
CCCNC(=O)C[C@@H]1CC[C@H]2[C@H](COc3ccc(NC(=O)C4CCOCC4)cc3C(=O)N2C)O1	-0.5
CC(C)NC(=O)Nc1ccc2c(c1)CC(=O)N([C@H](C)CO)C[C@H](C)[C@H](CN(C)CC1CCCCC1)O2	0.4
CCCC#Cc1ccc([C@H]2[C@H]3CN(C(=O)c4ccccn4)CC(=O)N3[C@H]2CO)cc1	-0.6
SMILES	TcdB inh
C[C@@H]1CCCCO[C@@H](CN(C)C(=O)c2ccncc2)[C@@H](C)CN([C@@H](C)CO)C(=O)c2cc(NS(=O)(=O)c3cccs3)ccc2O1	0.3
CO[C@@H]1CN(C)C(=O)c2ccc(NS(=O)(=O)c3cn(C)cn3)cc2OC[C@@H](C)N(CC2CC2)C[C@@H]1C	-0.1
CCCC(=O)Nc1ccc2c(c1)C(=O)N(C)[C@H]1CC[C@H](CC(=O)Nc3ccccc3)O[C@@H]1CO2	-0.9
CC(C)NC(=O)N(C)C[C@@H]1Oc2cc(C#Cc3ccc(F)cc3)ccc2S(=O)(=O)N([C@@H](C)CO)C[C@H]1C	1.2
C[C@H](NC(=O)C[C@@H]1CC[C@@H]2[C@H](COC[C@@H](O)CN2C(=O)Nc2cc(Cl)cc(Cl)c2)O1)c1ccccc1	-3.1
C[C@@H]1CN([C@@H](C)CO)C(=O)c2cc(NC(=O)Nc3ccccc3)ccc2O[C@@H](C)CCCCO[C@H]1CN(C)C(=O)CCCN(C)C	0.5
CO[C@H]1CC[C@@H]2CCN(C)C(=O)[C@H](C)CN(C)C(=O)c3cc(C#N)ccc3OC[C@H]1O2	0.9
C[C@@H]1CN([C@@H](C)CO)C(=O)c2cccc(NS(=O)(=O)c3cn(C)cn3)c2O[C@H]1CN(C)Cc1ccc(Cl)c(Cl)c1	0.4
CN(C)C(=O)C[C@H]1CC[C@@H](NC(=O)c2ccc(F)cc2)[C@@H](CO)O1	-1.7
COc1ccc(-c2cn(CC[C@@H]3CC[C@H](NC(=O)Cc4ccccn4)[C@H](CO)O3)nn2)cc1	0.7
C[C@@H]1CN([C@H](C)CO)C(=O)Cc2cc(NC(=O)NC3CCCCC3)ccc2O[C@H]1CN(C)C(=O)Nc1ccccc1	-1.0
CO[C@@H]1CN(C)C(=O)c2ccc(NS(=O)(=O)CC(F)(F)F)cc2OC[C@@H](C)N(CC2CCCCC2)C[C@H]1C	-0.1
COCC(=O)N1CC(=O)N2[C@H](C1)[C@@H](c1ccc(-c3ccccc3C)cc1)[C@@H]2CO	1.3
C[C@@H]1CN([C@@H](C)CO)C(=O)c2cc(NS(=O)(=O)c3cccs3)ccc2O[C@H]1CN(C)C(=O)Nc1ccc(F)cc1	1.1
CO[C@H]1CC[C@@H]2CCOc3ccc(C#N)cc3C(=O)N(C)C[C@@H](OC)[C@H](C)C(=O)N(C)C[C@H]1O2	1.4
COc1ccc(COC[C@]23Oc4ccccc4[C@H]([C@H]2COC(=O)c2ccc([N+](=O)[O-])cc2)N(C(=O)CC(C)=O)C(=O)N3C)cc1	0.0
CCCNC(=O)C[C@@H]1C[C@@H]2c3cc(N(C)C)ccc3O[C@@H]2[C@H](CO)O1	-38.9
C[C@@H]1CCCCO[C@@H](CN(C)C(=O)Nc2ccc(C(F)(F)F)cc2)[C@H](C)CN([C@@H](C)CO)C(=O)c2cc(N(C)C)ccc2O1	-0.5
O=C(C[C@@H]1C=C[C@H](NC(=O)C2CCOCC2)[C@@H](CO)O1)Nc1ccc(-c2ccccc2)cc1	-0.9
O=C(NC[C@@H]1[C@@H](c2ccccc2)[C@@H](CO)N1CC1CCCC1)c1ccccc1	-1.2
CCC(=O)N1C[C@@H](C)[C@H](OC)CN(C)C(=O)c2ccc(NC(=O)c3cnccn3)cc2OC[C@@H]1C	-0.5
Cc1ccc(-c2cnc3c(c2)C(=O)N([C@@H](C)CO)C[C@H](C)[C@H](CN(C)C(=O)c2cccc(F)c2)O3)cc1	0.8
Cc1noc(C)c1S(=O)(=O)N(C)C[C@@H]1Oc2ccc(NC(=O)CCCCCC(=O)Nc3ccccc3N)cc2CC(=O)N([C@@H](C)CO)C[C@H]1C	-2.1
COc1ccc(NC(=O)Nc2ccc3c(c2)[C@H]2C[C@H](CC(=O)O)O[C@@H](CO)[C@H]2O3)cc1	-0.6
COc1cccc(-c2ccc([C@H]3[C@@H](C#N)N(C(=O)c4ccccn4)[C@H]3CO)cc2)c1	-0.1
C[C@@H]1CCCCO[C@@H](CN(C)C(=O)Nc2ccccc2)[C@H](C)CN([C@@H](C)CO)C(=O)c2cc(NS(=O)(=O)c3ccc(Cl)cc3)ccc2O1	0.1
COc1ccc(S(=O)(=O)Nc2ccc3c(c2)C(=O)N([C@H](C)CO)C[C@@H](C)[C@H](CN(C)S(=O)(=O)c2c(C)noc2C)OCCCC[C@@H](C)O3)cc1	0.4
CC(C)CC#Cc1ccc([C@@H]2[C@H]3CN(C(=O)c4cnccn4)CC(=O)N3[C@H]2CO)cc1	0.7
C[C@H](CO)N1C[C@H](C)[C@H](CN(C)C(=O)C2CCCCC2)Oc2ncc(Br)cc2C1=O	0.2
CC(C)NC(=O)N1[C@H](CO)[C@H](c2ccccc2-c2ccc(F)cc2)[C@@H]1C#N	1.4

Twelve neighbouring compounds already listed:
SMILES	TcdB inh
C[C@@H]1CCCCO[C@@H](CN(C)C(=O)c2ccncc2)[C@@H](C)CN([C@@H](C)CO)C(=O)c2cc(NS(=O)(=O)c3cccs3)ccc2O1	0.3
CO[C@@H]1CN(C)C(=O)c2ccc(NS(=O)(=O)c3cn(C)cn3)cc2OC[C@@H](C)N(CC2CC2)C[C@@H]1C	-0.1
CCCC(=O)Nc1ccc2c(c1)C(=O)N(C)[C@H]1CC[C@H](CC(=O)Nc3ccccc3)O[C@@H]1CO2	-0.9
CC(C)NC(=O)N(C)C[C@@H]1Oc2cc(C#Cc3ccc(F)cc3)ccc2S(=O)(=O)N([C@@H](C)CO)C[C@H]1C	1.2
C[C@H](NC(=O)C[C@@H]1CC[C@@H]2[C@H](COC[C@@H](O)CN2C(=O)Nc2cc(Cl)cc(Cl)c2)O1)c1ccccc1	-3.1
C[C@@H]1CN([C@@H](C)CO)C(=O)c2cc(NC(=O)Nc3ccccc3)ccc2O[C@@H](C)CCCCO[C@H]1CN(C)C(=O)CCCN(C)C	0.5
CO[C@H]1CC[C@@H]2CCN(C)C(=O)[C@H](C)CN(C)C(=O)c3cc(C#N)ccc3OC[C@H]1O2	0.9
C[C@@H]1CN([C@@H](C)CO)C(=O)c2cccc(NS(=O)(=O)c3cn(C)cn3)c2O[C@H]1CN(C)Cc1ccc(Cl)c(Cl)c1	0.4
CN(C)C(=O)C[C@H]1CC[C@@H](NC(=O)c2ccc(F)cc2)[C@@H](CO)O1	-1.7
COc1ccc(-c2cn(CC[C@@H]3CC[C@H](NC(=O)Cc4ccccn4)[C@H](CO)O3)nn2)cc1	0.7
C[C@@H]1CN([C@H](C)CO)C(=O)Cc2cc(NC(=O)NC3CCCCC3)ccc2O[C@H]1CN(C)C(=O)Nc1ccccc1	-1.0
CO[C@@H]1CN(C)C(=O)c2ccc(NS(=O)(=O)CC(F)(F)F)cc2OC[C@@H](C)N(CC2CCCCC2)C[C@H]1C	-0.1

Compound activity (PubChem BioAssay)
